Screening results deposited in PubChem by National Center for Advancing Translational Sciences (NCATS).
HT1080 IDH1KD tx – HT-1080 IDH1 knockdown cell toxicity (counter line); 360,000 tested, 2% active; Potency, µM (top dose mostly 46.1 µM), for inactives: at the top dose activity, negative = toxicity, hits mostly cytotoxic; HT-1080 IDH1 knockdown viability, ATP luminescence, 48 h; AID 686971;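 note: potency is the fitted concentration of half-maximal effect; 0% = DMSO wells and -100% = cell-free medium wells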
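Luminescent ATP read-out (CellTiter-Glo, 10 min at room temperature) after 48 h compound exposure at 37 °C gave viability of IDH1-knockdown HT-1080 cells. Activity was normalised to DMSO and cell-free wells, then fitted as concentration-response curves.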
MCF10A rereplic – inducers of DNA re-replication in MCF 10A breast cells | MCF 10A DNA re-replication, Hoechst nuclear intensity, 48 h | Potency, µM (doses to about 46.1 µM), inactives show top-dose activity, positive = re-replication, usual class: activators | 350,000 tested, 2.9% active; note: potency is the fitted concentration of half-maximal effect; % of control where 0% means no effect; nearly all actives have a fitted effect of over 50% in size
D3 ag – D3 dopamine receptor (human) agonism. P35462. D3R DiscoveRx beta-arrestin cells, luminescence, 90 min. max activation, %. 410,000 tested, 0.58% active. AID 652048; in the data active = max activation above about 30%; note: 0% is about no effect; mostly tested at two doses, the higher about 12 µM
Target sequence (P35462 whole entry, looked up): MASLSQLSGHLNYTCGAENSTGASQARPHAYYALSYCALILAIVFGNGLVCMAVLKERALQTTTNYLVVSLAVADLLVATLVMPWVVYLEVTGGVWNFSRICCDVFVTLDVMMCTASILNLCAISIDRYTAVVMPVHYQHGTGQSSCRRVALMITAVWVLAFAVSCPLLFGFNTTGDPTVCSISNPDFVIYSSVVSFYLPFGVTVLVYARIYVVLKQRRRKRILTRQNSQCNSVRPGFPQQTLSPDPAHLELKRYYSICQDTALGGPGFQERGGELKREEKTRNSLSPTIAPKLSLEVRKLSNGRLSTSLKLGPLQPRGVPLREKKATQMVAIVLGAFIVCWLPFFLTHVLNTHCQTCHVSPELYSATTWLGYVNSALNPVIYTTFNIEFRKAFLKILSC
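Cells at 1500/well, incubated overnight, then treated with pinned compounds (dopamine as control) for 90 min at 37 degrees C. DiscoveRx reagent added for 30 - 60 minutes at room temperature; luminescence read.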
HEK293 tox – cytotoxicity counter-screen for GLP-1 receptor inverse agonists; HEK293 cAMP-luciferase reporter cells, luminescence, 24 h; Potency, µM (highest dose often 38.3 µM), for the others: top-dose activity change, negative = inhibition, actives largely listed as inhibitors; 410,000 tested, 0.13% active; AID 624418;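 note: loss of luciferase light is scored as toxicity; potency is the fitted concentration of half-maximal effect; % is set by controls: 0 for no effect and ±100 for the full control effect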
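1536-well qHTS counterscreen of the MLSMR; 200 cells/uL, 12 h pre-incubation, 23 nL cpd, 24 h at 37 deg C 5% CO2, luciferase detection reagent, 12 min RT, luminescence. Inhibition = undesired.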
IL1B secr inh – blocks inflammasome-driven IL-1 beta release; THP-1 LPS/ATP IL-1B secretion, AlphaLISA, 16 h; hits give low values; activity change, % at 57.5 µM; 360,000 tested, 4.7% active; in the data active = activity change below about -50%; inconclusive = mostly about -30% to -49%; note: % is set by controls: 0 for no effect and ±100 for the full control effect
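Secreted IL-1B measured by AlphaLISA bead assay after 16 h compound exposure of THP-1 cells; compounds (final up to 57.5 uM) added 1 h before LPS (250 ng/mL) and ATP (1.25 mM) stimulation; lower signal means less secretion.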
SW480 rerep – inducers of DNA re-replication in SW480 colon cancer cells; SW480 DNA re-replication, Hoechst DNA content imaging, 48 h; Potency, µM (top dose mostly 46.1 µM), for the others: at the highest dose re-replication activation, hits mostly activators; 340,000 tested, 1.8% active; AID 624297; note: potency is the fitted concentration of half-maximal effect; % of control where 0% means no effect; nearly all actives have a fitted effect of over 55% in size
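Treated cells incubate 48 hr (37 C, 5% CO2), are stained 40 min with Hoechst, and nuclear fluorescence is enumerated; a rise in nuclei with high DNA signal marks re-replication.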
KB-V1 MDR tox – KB-V1 MDR subline cytotoxicity; KB-V1 MDR cells viability, CellTiter-Glo, 72 h; Potency, µM (doses to about 46.1 µM), for inactives: at the highest dose activity change, negative = cytotoxicity, hits mostly cytotoxic; 400,000 tested, 3.4% active; AID 1347076; note: potency is the fitted concentration of half-maximal effect; % is set by controls: 0 for no effect and ±100 for the full control effect; nearly all actives have a fitted effect of over 60% in size
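Drug-selected KB-V1 cells, grown in DMEM lacking phenol red with 10% FBS, receive compound titrations; after three days at 37 degrees C, surviving cell ATP is quantified by CellTiter-Glo luminescence and responses normalized and curve-fitted.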
KB-3-1 cytotox – KB-3-1 parental cell cytotoxicity | 400,000 tested, 1.4% active | Potency, µM (highest dose often 46.1 µM), for inactives: at the top dose activity change, negative = cytotoxic, most hits filed as cytotoxic | AID 1347075 | KB-3-1 viability, CellTiter-Glo ATP luminescence, 72 h; note: potency is the fitted concentration of half-maximal effect; % is set by controls: 0 for no effect and ±100 for the full control effect; nearly all actives have a fitted effect of over 60% in size
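72 h, 37 °C compound treatment of KB-3-1 parental cells; CellTiter-Glo added, 10 min, luminescence read. Data corrected against DMSO-only plates and normalized before curve fitting.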
HT1080NT lethal – kills 2HG-producing HT-1080-NT fibrosarcoma cells; Potency, µM (titrated, usually from 46.1 µM), inactives show at the highest dose activity, negative = less viability, actives largely listed as cytotoxic; 360,000 tested, 1.6% active; HT-1080-NT fibrosarcoma viability, CellTiter-Glo ATP luminescence, 48 h;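 note: NT is the 2HG producing partner of a matched IDH1 knockdown line; potency is the fitted concentration of half-maximal effect; 0% = DMSO-treated cells and -100% = media-only wells without cells; nearly all actives have a fitted effect of over 55% in size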
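Read-out is CellTiter-Glo luminescence after 10 minutes at room temperature, following 48 hours' compound treatment of HT-1080-NT cells (750 cells/well, RPMI, 5% FBS, 37 degrees C).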
An asterisk follows results filed as active; [ ] = dose if it differs, or a comment. Unless noted, calls come from the whole dose curve; as a rule, active = well fitted curve in the direction sought with a large enough effect; inconclusive = small, poorly fitted or top-dose-only effect, or another doubt; inactive = no such curve, though single readings can be large; an effect the other way counts as inactive or inconclusive.

`O=C(Nc1ccnn1C1CCN(C(=O)c2ccc(Cl)c(F)c2)CC1)C1CCOC1` (configuration not stated) gave HT1080 IDH1KD tx -0.4%, MCF10A rereplic 0.4%, D3 ag 0.1, HEK293 tox 1.3%, IL1B secr inh 0.0, SW480 rerep 2.3%, KB-V1 MDR tox 0.0%, KB-3-1 cytotox 9.1% and HT1080NT lethal 5.8%.
O=C(CN1CCN(c2cccc(C(F)(F)F)c2)CC1)Nc1ccc2c(c1)OCCCO2 was read as HT1080 IDH1KD tx 8.8%, D3 ag -4.2, HEK293 tox -1.0%, IL1B secr inh -15.9, KB-V1 MDR tox -17.7%, KB-3-1 cytotox 12.6% and HT1080NT lethal 0.7%.
Screening O=C(Cn1cnc2sc3c(c2c1=O)CCCC3)NCC(=O)Nc1c(F)cc(F)cc1Br returned HT1080 IDH1KD tx 1.5%, MCF10A rereplic -1.1%, D3 ag -2.5, HEK293 tox -3.8%, IL1B secr inh 9.2, SW480 rerep -17.6%, KB-V1 MDR tox 21.0%, KB-3-1 cytotox -5.4% and HT1080NT lethal 14.0%.
For COc1ccc(N(CC(=O)N2CCN(c3ccc(F)cc3)CC2)S(=O)(=O)c2c(C)nn(C)c2C)cc1 the results were D3 ag 6.4, HEK293 tox -10.3%, KB-V1 MDR tox 0.0% and KB-3-1 cytotox 1.0%.
`O=C(O)c1ccccc1-c1ccccc1C(=O)Nc1ccccc1` gave HT1080 IDH1KD tx 20.5%, MCF10A rereplic 1.4%, D3 ag 2.1, HEK293 tox -12.9%, IL1B secr inh 15.5, SW480 rerep -7.2%, KB-V1 MDR tox 9.1%, KB-3-1 cytotox 5.7% and HT1080NT lethal 14.0%.
`CCSC(=Nc1ccccc1)Nc1ccccc1` gave HT1080 IDH1KD tx -0.3%, MCF10A rereplic 0.4%, D3 ag -9.9, HEK293 tox 1.6%, IL1B secr inh 4.4, SW480 rerep -2.1%, KB-V1 MDR tox -0.9%, KB-3-1 cytotox -7.0% and HT1080NT lethal -7.3%.
`O=S1(=O)CCC(NS(=O)(=O)c2cccc3cccnc23)C1` (configuration not stated) gave HT1080 IDH1KD tx -3.6%, MCF10A rereplic 0.2%, D3 ag -6.8, HEK293 tox 11.3%, IL1B secr inh 0.0, SW480 rerep -6.9%, KB-V1 MDR tox -0.5%, KB-3-1 cytotox 0.9% and HT1080NT lethal 1.4%.
Cc1cccc(-c2nnn(Cc3nnc(NC(=O)c4ccccc4)s3)n2)c1 was read as HT1080 IDH1KD tx -0.4%, MCF10A rereplic 1.3%, D3 ag -12.3, HEK293 tox 9.5%, IL1B secr inh -1.9, SW480 rerep -0.4%, KB-V1 MDR tox 3.2%, KB-3-1 cytotox -2.6% and HT1080NT lethal 0.0%.
Screening N=c1n(Cc2ccccc2)c2ccccc2n1CC(O)COc1ccccc1 (configuration not stated) returned HT1080 IDH1KD tx inconclusive, MCF10A rereplic 25.9µM*, D3 ag 3.9, HEK293 tox inconclusive, IL1B secr inh -87.8*, SW480 rerep inconclusive, KB-V1 MDR tox 20.6µM*, KB-3-1 cytotox 20.6µM* and HT1080NT lethal inconclusive.
For Cc1cc(Cl)ccc1OCC(=O)NNC(=O)CCOc1ccccc1 the results were HT1080 IDH1KD tx 2.9%, MCF10A rereplic 0.7%, D3 ag 2.5, HEK293 tox 9.3%, IL1B secr inh -1.0, SW480 rerep -19.1%, KB-V1 MDR tox 58.3%, KB-3-1 cytotox -0.3% and HT1080NT lethal -1.9%.
CC(C)(C)[C@H]1COC(=O)CCC/C=C/C[C@H](CC(=O)NCCO)C(=O)N1 was read as HT1080 IDH1KD tx 15.2%, MCF10A rereplic 19.4%, D3 ag 6.9, HEK293 tox -16.5%, IL1B secr inh 12.0, SW480 rerep 0.8%, KB-V1 MDR tox 12.0%, KB-3-1 cytotox 11.5% and HT1080NT lethal 17.0%.
`CC(C)CCN1CCN(Cc2cccc3nonc23)CC1CCO` (configuration not stated) gave HT1080 IDH1KD tx 4.2%, MCF10A rereplic -3.0%, D3 ag -10.3, HEK293 tox 4.1%, IL1B secr inh 0.6, SW480 rerep -16.7%, KB-V1 MDR tox -5.3%, KB-3-1 cytotox -12.1% and HT1080NT lethal 8.0%.
For CN(C)S(=O)(=O)c1ccc(N2CCCC2)c(C(=O)N2CCC(C(N)=O)CC2)c1 the results were HT1080 IDH1KD tx -0.1%, MCF10A rereplic -1.8%, D3 ag -11.4, HEK293 tox 6.9%, IL1B secr inh -0.5, SW480 rerep -8.2%, KB-V1 MDR tox -9.5%, KB-3-1 cytotox 0.2% and HT1080NT lethal 0.8%.
`CCN1C[C@@H]2[C@@H]3C(=O)N(C)C(=O)[C@@H]3[C@](CC)(C1=O)N2C(=O)c1ccc(F)cc1` gave HT1080 IDH1KD tx 9.0%, MCF10A rereplic -5.5%, D3 ag 6.4, HEK293 tox 3.8%, IL1B secr inh 0.0, SW480 rerep -42.8%[inhibitor], KB-V1 MDR tox -18.9%, KB-3-1 cytotox 11.6% and HT1080NT lethal 4.6%.
`COc1ccc(-c2[nH]ncc2CN(C)Cc2ccccn2)c(OC)c1` gave HT1080 IDH1KD tx 4.2%, MCF10A rereplic -1.0%, D3 ag 2.4, HEK293 tox 0.2%[0.307 µM], IL1B secr inh 22.7, SW480 rerep -0.5%, KB-V1 MDR tox 1.7%, KB-3-1 cytotox 0.3% and HT1080NT lethal 14.5%.

A run of entries from further up, as a working copy:
`CCN1C[C@@H]2[C@@H]3C(=O)N(C)C(=O)[C@@H]3[C@](CC)(C1=O)N2C(=O)c1ccc(F)cc1` gave HT1080 IDH1KD tx 9.0%, MCF10A rereplic -5.5%, D3 ag 6.4, HEK293 tox 3.8%, IL1B secr inh 0.0, SW480 rerep -42.8%[inhibitor], KB-V1 MDR tox -18.9%, KB-3-1 cytotox 11.6% and HT1080NT lethal 4.6%.
`COc1ccc(-c2[nH]ncc2CN(C)Cc2ccccn2)c(OC)c1` gave HT1080 IDH1KD tx 4.2%, MCF10A rereplic -1.0%, D3 ag 2.4, HEK293 tox 0.2%[0.307 µM], IL1B secr inh 22.7, SW480 rerep -0.5%, KB-V1 MDR tox 1.7%, KB-3-1 cytotox 0.3% and HT1080NT lethal 14.5%.

Additional entries follow.
For COc1ccc(C(=O)NCc2nnc(SCC(=O)Nc3cc(C)cc(C)c3)o2)cc1OC the results were HT1080 IDH1KD tx 12.8%, MCF10A rereplic 7.8%, D3 ag -4.0, HEK293 tox -14.3%, IL1B secr inh 62.9, SW480 rerep -16.1%, KB-V1 MDR tox 14.5%, KB-3-1 cytotox 1.5% and HT1080NT lethal 8.1%.
For Cc1nc(SC(C)C(=O)NCC2CCCO2)c2cc(-c3ccccc3)sc2n1 (configuration not stated) the results were HT1080 IDH1KD tx inconclusive, MCF10A rereplic 11.6µM*, D3 ag 3.4, HEK293 tox 6.0%, IL1B secr inh -63.1*, SW480 rerep inconclusive, KB-V1 MDR tox inconclusive, KB-3-1 cytotox inconclusive and HT1080NT lethal -8.7%.
`CCc1c(C)nc(N2CCN(c3ccc(Cl)cc3)CC2)[nH]c1=O` gave HT1080 IDH1KD tx 32.4%, MCF10A rereplic 1.5%, D3 ag -2.0, HEK293 tox 13.2%, IL1B secr inh -14.2, SW480 rerep -4.9%, KB-V1 MDR tox -5.4%, KB-3-1 cytotox -0.4% and HT1080NT lethal 28.7%.
For Cc1ccc(S(=O)(=O)CCSc2nc(C)cc(C(F)(F)F)c2C#N)cc1 the results were HT1080 IDH1KD tx inconclusive, MCF10A rereplic inconclusive, D3 ag 3.6, HEK293 tox -21.5%, IL1B secr inh -100.9*, SW480 rerep inconclusive, KB-V1 MDR tox 13µM*, KB-3-1 cytotox 18.4µM* and HT1080NT lethal inconclusive.
`Cc1ccc2nc(NC(=O)C3CC(=O)N(Cc4ccco4)C3)sc2c1` (configuration not stated) gave HT1080 IDH1KD tx -3.0%, MCF10A rereplic -0.7%, D3 ag -14.1, HEK293 tox -3.2%, IL1B secr inh -24.6, SW480 rerep 24.2%, KB-V1 MDR tox -2.3%, KB-3-1 cytotox 0.7% and HT1080NT lethal -9.4%.
`CCN(CC)CCNC(=O)CNC(=O)c1nn(-c2ccc(OC)c(OC)c2)c(=O)c2ccccc12` gave HT1080 IDH1KD tx 8.0%, MCF10A rereplic -3.0%, D3 ag 10.8, HEK293 tox -5.2%, IL1B secr inh 21.7, SW480 rerep -2.6%, KB-V1 MDR tox 0.0%, KB-3-1 cytotox -3.9% and HT1080NT lethal 11.5%.
Cc1ccccc1S(=O)(=O)Nc1ncnc2sccc12 was read as HT1080 IDH1KD tx -1.1%, MCF10A rereplic -0.2%, D3 ag -1.3, HEK293 tox 5.3%, IL1B secr inh 9.6, SW480 rerep -10.6%, KB-V1 MDR tox 1.7%, KB-3-1 cytotox 3.8% and HT1080NT lethal -3.8%.
For COc1ccc2nc(NC(=O)c3ccc4ncsc4c3)sc2c1 the results were HT1080 IDH1KD tx inconclusive, MCF10A rereplic 14.6µM*, D3 ag -5.2, HEK293 tox 22.2%, IL1B secr inh 45.0, SW480 rerep inconclusive, KB-V1 MDR tox -4.9%, KB-3-1 cytotox -14.6% and HT1080NT lethal inconclusive.
C#CCN(C[C@@H]1[C@@H](OC(=O)NCC2CCCCC2)[C@@H](OC(=O)NCC2CCCCC2)Cn2c(=O)ccc(=O)n21)S(=O)(=O)c1ccc(C)cc1 was read as HT1080 IDH1KD tx 2.59µM*, D3 ag -7.2, HEK293 tox inconclusive, IL1B secr inh -106.4*, KB-V1 MDR tox 0.0%, KB-3-1 cytotox -1.1% and HT1080NT lethal 5.17µM*.
Screening O=C(NCCc1cccs1)C1CC(c2ccc([N+](=O)[O-])cc2)=NO1 (configuration not stated) returned HT1080 IDH1KD tx 9.6%, MCF10A rereplic 16.6%, D3 ag 11.0, HEK293 tox 0.2%, IL1B secr inh -25.5, SW480 rerep -5.6%, KB-V1 MDR tox 0.0%, KB-3-1 cytotox -28.2% and HT1080NT lethal 0.6%.
